ERG-DNA inh: blocks human ERG Ets domain binding to DNA. P11308. fluorescence polarization, His-ERG Ets domain / labelled DNA. Potency, µM (doses to about 76.9 µM), for inactives: at the highest dose FP activity, negative = inhibition, usual class: inhibitors. 0.028% of 370,000 active. AID 624246; active = well fitted inhibition curve with a large enough effect in the polarisation, with a control signal flat; inconclusive = small, poorly fitted or top-dose-only effect, or effect the other way, or a change in a side signal; inactive = no such curve, though single readings can be large or run the other way; the % refers to the polarisation;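 note: polarization taken with two DNA probes labelled with fluorescein and Texas red; potency is the fitted concentration of half-maximal effect; % of control where 0% means no effect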
Target sequence (P11308 whole entry, looked up, the tested form may be a part): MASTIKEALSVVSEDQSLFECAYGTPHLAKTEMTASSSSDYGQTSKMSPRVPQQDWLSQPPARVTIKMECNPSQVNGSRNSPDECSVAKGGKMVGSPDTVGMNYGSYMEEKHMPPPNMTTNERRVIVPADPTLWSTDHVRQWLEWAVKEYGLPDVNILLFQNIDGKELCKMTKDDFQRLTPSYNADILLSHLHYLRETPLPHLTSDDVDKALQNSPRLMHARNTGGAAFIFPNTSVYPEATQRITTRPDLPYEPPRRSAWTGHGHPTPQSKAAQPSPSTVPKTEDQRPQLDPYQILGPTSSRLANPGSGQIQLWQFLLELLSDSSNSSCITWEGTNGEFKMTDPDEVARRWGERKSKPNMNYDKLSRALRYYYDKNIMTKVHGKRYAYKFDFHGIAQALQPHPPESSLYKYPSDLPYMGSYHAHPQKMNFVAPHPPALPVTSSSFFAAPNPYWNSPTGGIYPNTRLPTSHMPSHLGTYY
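His-tagged ERG Ets domain (1 uM in the protein solution; 300mM KCl, 50mM Tris-HCl, 1mM EDTA, 1mM DTT, pH 7.5) received compound, then a probe mix of 5 nM fluorescein-DNA and 100nM Texas-615-DNA. Fluorescence polarization was read for both dyes.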
RGS4 inh: human RGS4 inhibition; Potency, µM (top dose mostly 114 µM), for the others: at the highest dose activity change, negative = inhibition, hits mostly inhibitors; 0.039% of 390,000 active; P49798; Transcreener GDP fluorescence polarization, RGS4-accelerated GTP hydrolysis; note: potency is the fitted concentration of half-maximal effect; % is set by controls: 0 for no effect and ±100 for the full control effect; nearly all actives have a fitted effect of over 75% in size; some results filed as inactive show a strong effect at the top dose
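MLSMR compounds (23 nl, pin-transferred) preincubated 10 min at room temperature with a 500nM (2x) first reagent, then RGS4 at 900nM (2x) plus Transcreener GDP mix added; fluorescence polarization (620/688 nm) read before and after 90 min at 30 °C.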
D2 ag: D2 dopamine receptor (human) agonism. 0.53% of 340,000 active. P14416. AID 485358. activation, % at 2 µM. HEK293 T-REx D2 cells, calcium flux agonist mode;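 active = activation over 3 SD above normal in the single-dose calcium agonist read, cut at about 30% in these data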; note: 0% is about no effect
Target sequence (P14416 whole entry, looked up): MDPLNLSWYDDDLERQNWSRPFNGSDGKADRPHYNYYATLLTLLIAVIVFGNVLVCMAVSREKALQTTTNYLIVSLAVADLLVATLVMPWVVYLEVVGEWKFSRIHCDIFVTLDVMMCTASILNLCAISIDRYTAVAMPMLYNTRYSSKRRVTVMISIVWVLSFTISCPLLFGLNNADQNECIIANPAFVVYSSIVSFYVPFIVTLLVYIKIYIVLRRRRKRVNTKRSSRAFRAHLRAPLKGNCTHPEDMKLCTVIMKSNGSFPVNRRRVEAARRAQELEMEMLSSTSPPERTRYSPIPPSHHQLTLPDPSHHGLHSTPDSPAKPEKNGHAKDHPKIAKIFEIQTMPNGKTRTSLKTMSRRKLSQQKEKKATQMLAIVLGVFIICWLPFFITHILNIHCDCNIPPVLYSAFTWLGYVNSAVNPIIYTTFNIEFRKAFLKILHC
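HEK293 Trex D2 cells, tetracycline-induced, o/n 30 C 5% CO2; no-wash Ca dye, RT 30–90 min; 10-cycle baseline, 23 nl cpd added, kinetic Ca read 180 s; agonist hits = positive Ca response.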
LDHA block: LDHA (human) enzyme inhibition | 0.15% of 480,000 active | AID 1347041 | activity change, % (values are at about 110 or 230 µM) | purified LDHA, NADH/diaphorase-resazurin fluorescence; hits give low values; in the data active = activity change below about -30%; inconclusive = mostly about -25% to -30%;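 note: plate controls were DMSO wells for no effect and wells without enzyme for full effect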
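Enzyme activity of human lactate dehydrogenase 5 (2 nM; 0.06 mM NADH, 0.2 mM pyruvate, 5 min, RT) is measured via a resazurin/diaphorase fluorescence readout of residual NADH.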
Vif-APOBEC3F blk: Vif-A3F binding inhibition | HeLa A3F-eYFP + Vif (tagged APOBEC3F with the HIV-1 protein that degrades it), YFP fluorescence increase | Potency, µM (top dose mostly 46.1 µM), without a hit: at the highest dose activity, negative = active | 0.2% of 390,000 active | AID 602313; note: potency is the fitted concentration of half-maximal effect; % of control where 0% means no effect; nearly all actives have a fitted effect of over 65% in size
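Fluorescence increase (Ex 488/Em 500-530) after overnight compound treatment at 37 deg C flags inhibition of Vif-driven A3F-eYFP loss in stable HeLa A3F-eYFP/Vif cells seeded overnight beforehand.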
12-LOX inh: ALOX12 (human) lipoxygenase inhibition; P18054; purified 12hLO, xylenol orange hydroperoxide absorbance; Potency, µM (titrated, usually from 108 µM), without a hit: at the highest dose activity change, negative = inhibition, hits mostly inhibitors; 1.1% of 580,000 active; AID 1671190; note: potency is the fitted concentration of half-maximal effect; % is set by controls: 0 for no effect and ±100 for the full control effect
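Hydroperoxide product was detected by ferrous iron/xylenol orange as the 573 to 405 nm absorbance ratio. Arachidonic acid at 40 uM (final) was turned over for 30 min at room temperature by 150 nM human 12hLO, pH 7.0 Hepes buffer, after 15 min compound preincubation.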
GRP78 ERSR act: inducers of ER stress response in human glioma cells. U87-MG GRP78 promoter luciferase reporter, 16 h. Potency, µM, for inactives: top-dose activation, hits mostly activators. 0.02% of 420,000 active; note: potency is the fitted concentration of half-maximal effect; series mostly up to about 76 µM; % of control where 0% means no effect; nearly all actives have a fitted effect of over 35% in size
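ERSR induction read as luciferase luminescence (Bright-Glo, 10 min at room temperature) in stably transfected human U87-MG glioma cells exposed to compounds for 16 h, using GRP78 as sensor.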
Vif-APOBEC3G blk: Vif-A3G binding inhibition; Q9HC16; HeLa A3G-eYFP + Vif (tagged APOBEC3G with the HIV-1 protein that degrades it), YFP fluorescence, overnight; Potency, µM (top dose mostly 46.1 µM), inactives show at the top dose activity, negative = active, usual class: inhibitors; 0.076% of 410,000 active;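 note: potency is the fitted concentration of half-maximal effect; % is set by controls: 0 for no effect and ±100 for the full control effect; nearly all actives have a fitted effect of over 60% in size; hits raise eYFP signal because A3G escapes Vif-driven loss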
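HeLa cells stably expressing Vif and C-terminally eYFP-tagged A3G, seeded overnight at 37 deg C, then exposed to compound by pintool overnight at 37 deg C. Rise in yellow fluorescence (Ex 488/Em 500-530, Acumen) marks blocked Vif-driven A3G degradation.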
D2 antag: antagonizes the human D2 dopamine receptor; P14416; HEK293 TREx D2 cells, calcium flux, dopamine EC80; inhibition, % at 10 µM; 2% of 340,000 active; AID 485344; in the data active = inhibition above about 30%; note: 0% is about no effect
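HEK293 T-REx D2 cells, tet-induced, calcium dye no-wash. Cpd pintool add, 180 s kinetic, then EC80 DA, 180 s kinetic. Ca flux read.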
* hit, by the source's call; ? = inconclusive; · = not tested or not shown; & = joins results of further samples; [ ] = remark or other dose. Unless noted, calls come from the whole dose curve; as a rule, active = well fitted curve in the direction sought with a large enough effect; inconclusive = small, poorly fitted or top-dose-only effect, or another doubt; inactive = no such curve, though single readings can be large; an effect the other way counts as inactive or inconclusive. Some of the compounds tested, so the mix of outcomes need not match the whole.

Below each compound: ERG-DNA inh, 12-LOX inh, LDHA block, RGS4 inh, Vif-APOBEC3F blk, D2 ag, GRP78 ERSR act, Vif-APOBEC3G blk, D2 antag
Cc1ccc(SC(C)C(=O)NCCC2=CCCCC2)cc1 (configuration not stated)
 : -5%, -13%, -11, -14%, 9%, -1.9, -5%, 0%, -6
O=C(NC1CCCc2c1cnn2-c1ccccc1F)c1ccccn1 (configuration not stated)
 : 23%, 9%, -13, 6%, -1%, -1.0, -11%, 2%, 5
CC(C)CC[n+]1ccn(-c2nc3ccccc3nc2[N-]S(=O)(=O)c2ccc(Cl)cc2)c1
 : -1%, 147%[activator], -12, -14%, 6%, 1.2, 0%, -2%, 4
CC(=O)NC1=NC(=O)C(C)S1 (configuration not stated)
 : -2%, 8%, -2, 38%, -11%, 0.6, -4%, 2%, 9
C[C@H]1CCC(=O)N([C@H](CC#N)Cc2ccccc2)CC1
 : -5%, 0%, -1, -8%, -6%, 0.7, -2%&-5%, -1%&0%, -16
O=C(Cc1ccc(F)cc1)N1CCC(CC2CC(c3ccc(Cl)cc3)=NO2)(C(=O)NCC2CCCCC2)CC1 (configuration not stated)
 : -1%, 0%, -1, 22%, 2%, -0.3, -6%, 1%, -18
CCOc1ccccc1CNC(=O)CCc1cn(CC)c2ccccc12
 : -7%, 1%, 2, 18%, 2%, -0.3, 4%, -4%, -2
O=C(O)Cc1ccc(Oc2ncc(C(F)(F)F)cc2Cl)cc1
 : -28%, 0%, -2, 0%, 6%, -0.2, -2%, -1%, -10
Fc1ccccc1C(c1nnnn1C1CCCC1)N1CCN(Cc2ccccc2)CC1 (configuration not stated)
 : 4%, ?, -3, -15%, 3%, 0.0, -8%, -2%, 5
CCCOc1ccc(C(=O)c2ccccc2C(=O)OC2CCOC2=O)cc1OCCC (configuration not stated)
 : 8%[15.4 µM], 1%, 1, -24%, ?, 0.1, ?, -23%, 2
COC(=O)C(C(=O)OC)c1ccc(N)cc1
 : -9%, 0%, -4, 10%, -3%, -0.1, -3%, 1%, -1
O=C(CNc1ccc(F)cc1F)NC(=O)NCc1ccco1
 : 4%, 9%, -6, 16%, 2%, -0.5, -1%, -4%, -9
COc1ccc(N2CCN(CC(=O)Nc3nnc(-c4ccccc4)s3)CC2)cc1
 : -6%, -2%, 0, 15%, -20%, 0.5, -4%, -7%, -4
CSc1nnc2c3cc(C)ccc3n(Cc3ccccc3)c2n1
 : -2%, 288%[activator], -2, -14%, 2%, 0.0, -1%, 0%, -1
COC(=O)c1ccccc1S(=O)(=O)NNC(=O)Nc1ccccc1
 : 16%, -19%, -1, -9%, -12%, 0.1, -11%, 1%, -2
CCCCOC(=O)CSc1nnc(-c2ccc(Cl)cc2Cl)o1
 : 8%, 14%, 3, 0%, -3%, -0.2, -11%, -2%, 10
CCOc1ccccc1CNC(=O)c1cnc2sc(N3CCCC3)nn2c1=O
 : -4%, -9%, -7, 2%, 0%, -0.9, 0%, 1%, ·
O=S(=O)(NCc1cccnc1)c1ccc(Br)s1
 : 0%, 0%, -16, -5%, -2%, 0.1, -3%, -2%, 8
CCCN1CCC(=O)N([C@H](CN=[N+]=[N-])CC(C)C)CC1
 : -8%, -7%, -4, -31%, -5%, ·, 12%, -5%, ·
Cc1nc(SC2CC(=O)N(c3ccc([N+](=O)[O-])cc3)C2=O)nc2c1CCCC2 (configuration not stated)
 : -1%, 0%, -3, ?, 2%, 1.0, -3%, -1%, 7
c1ccc(C2COC(c3cccs3)=N2)cc1 (configuration not stated)
 : 1%, 10%, -4, 25%, 3%, -0.8, 3%, -4%, -2
CC(C)(C)NC(=O)CN(Cc1cccs1)C(=O)CNS(=O)(=O)c1ccc(F)cc1
 : 5%, -2%, -4, 13%, -7%, -0.3, -5%, -1%, -4
COc1ccc(/C=N/NC(=O)/C(=C/c2ccccc2)CCO)cc1
 : 7%, -14%, -11, -24%, -11%, -0.8, 1%, 1%, -9
O=C(CCC(C(=O)c1ccccc1)c1ccccc1)c1ccccc1 (configuration not stated)
 : ·, -6%, 3, ·, -1%, ·, -2%, -5%, ·
CCOc1ccc(NC(=O)[C@H]2O[C@@H]3OC(C)(C)O[C@@H]3[C@H]3OC(C)(C)O[C@H]32)cc1
 : -2%, -21%, -3, -21%, 0%, 0.3, -2%, -5%, ·
CCCCn1c(N)c(N(CCC(C)C)C(=O)C2=NN(c3cc(C)ccc3C)C(=O)CC2)c(=O)[nH]c1=O
 : -5%, ?, -2, -28%, 1%, -0.1, -1%, 1%, 1
Cc1c(Br)ccc(NC(=O)c2ccccc2[N+](=O)[O-])c1C
 : 1%, 0%, -7, 1%, 0%, -0.5, -4%, -4%, -6
CCc1n[nH]c(=S)n1/N=C/c1ccc(N(C)c2ccccc2)cc1
 : 5µM*, ?, 2, -31%, -11%, -0.3, 0%, 1%, 19
Cc1[nH]c2ccccc2c1/C=N\NC(=O)CNc1ccc2c(c1)OCO2
 : 2%, -15%, 8, 2%, 8%, -0.9, -3%, 1%, 16
CCOC(=O)C1CCCN(C(=O)Cn2ncc3c4ccccc4n(Cc4ccc(F)cc4)c3c2=O)C1 (configuration not stated)
 : -1%, -3%, 6, -4%, 9%, 2.3, 2%, -6%, ·

Some of these compounds in order of formula weight, high to low:
Below each compound: ERG-DNA inh, 12-LOX inh, LDHA block, RGS4 inh, Vif-APOBEC3F blk, D2 ag, GRP78 ERSR act, Vif-APOBEC3G blk, D2 antag
CCOC(=O)C1CCCN(C(=O)Cn2ncc3c4ccccc4n(Cc4ccc(F)cc4)c3c2=O)C1 (configuration not stated)
 : -1%, -3%, 6, -4%, 9%, 2.3, 2%, -6%, ·
CCc1n[nH]c(=S)n1/N=C/c1ccc(N(C)c2ccccc2)cc1
 : 5µM*, ?, 2, -31%, -11%, -0.3, 0%, 1%, 19
COc1ccc(/C=N/NC(=O)/C(=C/c2ccccc2)CCO)cc1
 : 7%, -14%, -11, -24%, -11%, -0.8, 1%, 1%, -9
c1ccc(C2COC(c3cccs3)=N2)cc1 (configuration not stated)
 : 1%, 10%, -4, 25%, 3%, -0.8, 3%, -4%, -2

Next section:
Below each compound: ERG-DNA inh, 12-LOX inh, LDHA block, RGS4 inh, Vif-APOBEC3F blk, D2 ag, GRP78 ERSR act, Vif-APOBEC3G blk, D2 antag
COc1cc(OC)cc(-c2noc(-c3csc([C@H]4C[C@H](O)[C@@H](CO)O4)n3)n2)c1
 : ·, 4%, -7, ·, ·, ·, 1%, 0%, ·
CCOc1ccc2cc(S(=O)(=O)N3CCN(C)CC3)ccc2c1
 : 6%, 416%[activator][57.4 µM], 0, -12%, 10%, 0.5, 0%, 7%, 19
Cc1nc2sc(C(c3cccc(F)c3)N3CCC(C)CC3)c(O)n2n1 (configuration not stated)
 : 4%, 0%[57.4 µM], -4, 13%, 0%, -2.3, -3%, 2%, 3
C#CCOCCOCCOCCNc1nc(N2CCN(C(=O)C([C@@H](C)CC)n3cc(C(N)CC(C)C)nn3)CC2)nc(N2CCN(C(=O)[C@H](CCC(=O)O)n3cc(C(N)Cc4ccc(O)cc4)nn3)CC2)n1 (some centres not stated)
 : 10%, ·, 0, -14%, -18%, 0.0, 0%, -4%, -4
COc1cccc(-c2ncc3ccccc3c2COC(=O)N2CCCCC2)c1
 : 10%, -12%, 2, 13%, 6%, -1.3, -2%, -2%, 0
CC(C)Oc1cccc(C(=O)C2CCCN(C(=O)c3ccnn3C)C2)c1 (configuration not stated)
 : 2%, 1%, -5, -20%, -9%, -0.2, -2%, 2%, -2
CCN(CC)S(=O)(=O)c1cc(C(=O)O)ccc1Cl
 : -5%, -4%, 2, -11%, 2%, 0.4, -3%, 4%, -2
Clc1ccc(-c2cn3cccnc3n2)cc1Cl
 : -2%, -7%, -10, -37%, -10%, 0.1, 0%, -3%, 15
CN(CC(=O)Nc1ccc(F)cc1)C(=O)COC(=O)C1CCN(c2ccc(C(F)(F)F)cn2)CC1
 : -2%, ?, -3, 23%, -1%, 0.2, -1%, 0%, -4
CC1Cc2ccccc2N1C(=O)COC(=O)c1ccc(N(C)C)cc1 (configuration not stated)
 : -2%, 0%, -4, -12%, -2%, -0.9, -1%, 0%, -1
Cc1cccn2c(=O)cc(CSc3nnc(NC(=O)COc4ccc(F)cc4)s3)nc12
 : -9%, -24%, 4, ?, 2%, 0.2, -4%, 2%, ·
CCN(CC(=O)Nc1c(F)cccc1F)C(=O)CCNC(=O)c1ccccc1OC
 : 2%, -3%, -7, 8%, -2%, -0.3, -3%, 2%, 5

Compound profiles, from the list above. Values in the order: ERG-DNA inh, 12-LOX inh, LDHA block, RGS4 inh, Vif-APOBEC3F blk, D2 ag, GRP78 ERSR act, Vif-APOBEC3G blk, D2 antag
Shown for CN(CC(=O)Nc1ccc(F)cc1)C(=O)COC(=O)C1CCN(c2ccc(C(F)(F)F)cn2)CC1 = -2%, ?, -3, 23%, -1%, 0.2, -1%, 0%, -4
Shown for C#CCOCCOCCOCCNc1nc(N2CCN(C(=O)C([C@@H](C)CC)n3cc(C(N)CC(C)C)nn3)CC2)nc(N2CCN(C(=O)[C@H](CCC(=O)O)n3cc(C(N)Cc4ccc(O)cc4)nn3)CC2)n1 (some centres not stated) = 10%, ·, 0, -14%, -18%, 0.0, 0%, -4%, -4
